High-throughput results deposited in PubChem BioAssay by National Center for Advancing Translational Sciences (NCATS).
BAZ2B inh – inhibitors of human BAZ2B bromodomain. AlphaScreen BAZ2B-H3K14Ac peptide displacement. Potency, µM (highest dose often 114 µM), without a hit: at the top dose activity change, negative = inhibition, most hits filed as inhibitors. 360,000 tested, 4.4% active; further: potency means the concentration at half of the fitted maximal effect; on the % scale 0 is the no-effect control and ±100 the full control effect; nearly all actives have a fitted effect of over 60% in size
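Inhibition is scored as reduced AlphaScreen emission. The BAZ2B/b-H3(5-23)K14Ac complex (50 nM each) in PBS pH 7.4, 0.01% Tween-20 meets compound (up to 110 uM) for 30 min at RT before bead addition.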
PGK inhibitor – T. brucei PGK inhibition; P07378; PGK/GAPDH coupled, Kinase-Glo luminescence, 60 min; Potency, µM (series often up to 57.5 µM), without a hit: at the highest dose activity change, negative = inhibition, most hits filed as inhibitors; 380,000 tested, 0.043% active; AID 602233; further: potency means the concentration at half of the fitted maximal effect; on the % scale 0 is the no-effect control and ±100 the full control effect; nearly all actives have a fitted effect of over 60% in size
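Recombinant glycosomal PGK reaction used 1,3-bisphosphoglycerate generated in-well by GAPDH (100nM final) in 100mM TEA pH 7.6, 5mM MgCl2, 0.01% Tween-20. After 60 minutes at room temperature, ATP was read by Kinase-Glo Plus luminescence end-point.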
G9a inh – blocks human histone lysine methyltransferase G9a; Potency, µM (titrated, usually from 102 µM), without a hit: top-dose activity, negative = inhibition, actives largely listed as inhibitors; 350,000 tested, 8.8% active; G9a H3K9 monomethylation, AlphaScreen, 2 h; further: potency means the concentration at half of the fitted maximal effect; on the % scale 0 is the no-effect control and ±100 the full control effect; nearly all actives have a fitted effect of over 75% in size
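Methyltransferase reactions run at room temperature for 2 h (20 nM enzyme, 500 nM biotin-H3K9 peptide, 20 uM SAM) after a 15 min compound preincubation; product detected by AlphaScreen beads and anti-H3K9me1 antibody.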
GLS inhibitor – inhibitors of human glutaminase (GLS); O94925; GLS enzymatic activity, qHTS titration; Potency, µM (series often up to 45.5 µM), for the others: at the top dose activity change, negative = inhibition, actives largely listed as inhibitors; 410,000 tested, 0.21% active; further: potency means the concentration at half of the fitted maximal effect; on the % scale 0 is the no-effect control and ±100 the full control effect
Target sequence (O94925 whole entry, looked up): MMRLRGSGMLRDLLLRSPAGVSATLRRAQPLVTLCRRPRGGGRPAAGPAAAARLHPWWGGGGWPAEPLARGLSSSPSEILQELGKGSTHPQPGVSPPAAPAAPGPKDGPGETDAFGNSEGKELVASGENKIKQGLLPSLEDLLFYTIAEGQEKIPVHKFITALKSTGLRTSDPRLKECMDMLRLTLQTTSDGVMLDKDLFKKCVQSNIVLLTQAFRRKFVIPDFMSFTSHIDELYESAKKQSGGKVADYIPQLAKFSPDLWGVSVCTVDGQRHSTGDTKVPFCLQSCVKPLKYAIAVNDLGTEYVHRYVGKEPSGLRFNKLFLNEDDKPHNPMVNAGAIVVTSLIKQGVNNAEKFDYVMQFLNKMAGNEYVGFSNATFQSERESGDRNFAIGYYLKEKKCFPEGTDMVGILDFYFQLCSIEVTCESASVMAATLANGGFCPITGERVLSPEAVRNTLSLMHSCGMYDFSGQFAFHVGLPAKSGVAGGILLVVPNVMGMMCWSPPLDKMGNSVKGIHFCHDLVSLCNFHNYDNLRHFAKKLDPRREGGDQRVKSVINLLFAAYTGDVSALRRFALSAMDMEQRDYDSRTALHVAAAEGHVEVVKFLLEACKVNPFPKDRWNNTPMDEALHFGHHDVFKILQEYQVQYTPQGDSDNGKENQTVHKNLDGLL
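Glutamate formation by hKGA was monitored fluorometrically using coupled glutamate oxidase, HRP and Amplex Red. Substrate was added as 1 mM L-glutamine solution; incubation was 30 min at RT after an initial read.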
HP1b binding inh – blocks HP1-beta chromodomain binding to methylated histone tails. AlphaScreen HP1-beta / biotin-H3K9me3 peptide binding. Potency, µM (series often up to 114 µM), without a hit: top-dose activity change, negative = inhibition, actives largely listed as inhibitors. 390,000 tested, 0.56% active. AID 540317; further: potency means the concentration at half of the fitted maximal effect; nearly all actives have a fitted effect of over 70% in size; inactives centre near 23
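Compound inhibition of the preformed complex between 50 nM HP1-beta and 50 nM biotinylated H3K9me3 peptide was read by AlphaScreen. Buffer was PBS pH 7.4 with 0.01% Tween-20. Incubations ran 30 min at room temperature, with 10 ug/mL donor/acceptor beads.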
ERG-DNA inh – ERG Ets/DNA interaction inhibition. P11308. fluorescence polarization, His-ERG Ets domain / labelled DNA. Potency, µM (top dose mostly 76.9 µM), without a hit: at the highest dose FP activity, negative = inhibition, most hits filed as inhibitors. 370,000 tested, 0.028% active. AID 624246; active means well fitted inhibition curve with a large enough effect in the polarisation, with a control signal flat; inconclusive means small, poorly fitted or top-dose-only effect, or effect the other way, or a change in a side signal; inactive means no such curve, though single readings can be large or run the other way; the % refers to the polarisation;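 further: polarization taken with two DNA probes labelled with fluorescein and Texas red; potency means the concentration at half of the fitted maximal effect; % of control where 0% means no effect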
Target sequence (P11308 whole entry, looked up, the tested form may be a part): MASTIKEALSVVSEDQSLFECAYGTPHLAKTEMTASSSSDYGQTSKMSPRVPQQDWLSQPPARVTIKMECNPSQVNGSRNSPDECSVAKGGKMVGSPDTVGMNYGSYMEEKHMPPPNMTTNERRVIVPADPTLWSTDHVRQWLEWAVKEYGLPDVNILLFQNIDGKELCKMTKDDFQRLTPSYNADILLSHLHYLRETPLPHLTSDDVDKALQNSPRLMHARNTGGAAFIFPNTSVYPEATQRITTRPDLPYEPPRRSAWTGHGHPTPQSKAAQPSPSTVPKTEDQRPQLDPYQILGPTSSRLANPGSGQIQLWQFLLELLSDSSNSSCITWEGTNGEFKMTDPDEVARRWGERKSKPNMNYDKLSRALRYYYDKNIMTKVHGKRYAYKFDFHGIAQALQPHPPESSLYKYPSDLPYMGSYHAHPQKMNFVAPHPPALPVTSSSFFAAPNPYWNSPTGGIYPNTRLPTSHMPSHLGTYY
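His-tagged ERG Ets domain (1 uM in the protein solution; 300mM KCl, 50mM Tris-HCl, 1mM EDTA, 1mM DTT, pH 7.5) received compound, then a probe mix of 5 nM fluorescein-DNA and 100nM Texas-615-DNA. Fluorescence polarization was read for both dyes.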
JMJD2A Tudor – inhibitors of human JMJD2A Tudor domain | O75164 | AlphaScreen JMJD2A-Tudor / H3K4me3 peptide binding | Potency, µM (highest dose often 114 µM), inactives show top-dose activity change, negative = inhibition, actives largely listed as inhibitors | 390,000 tested, 4.4% active; further: potency means the concentration at half of the fitted maximal effect; on the % scale 0 is the no-effect control and ±100 the full control effect; nearly all actives have a fitted effect of over 50% in size
PI4K2A inh – inhibitors of human PI4K2A | purified PI4K2A, ADP-Glo luminescence, 1 h; hits give low values | activity change, negative = inhibition, % at 76.9 µM | 420,000 tested, 0.13% active | AID 1346378; in the data active means activity change below about -50%; inconclusive means mostly about -30% to -49%;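 further: -100% = wells without enzyme as full effect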
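In this quantitative HTS, ADP production by PI4K2A was quantified luminescently after 1 h at ambient temperature; 100 microM adenosine served as plate-quality control.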
Pin1 inh – inhibitors of human Pin1; 390,000 tested, 0.009% active; Pin1 FP peptide displacement, HiFluor488, 10 min; AID 504891; Potency, µM (titrated, usually from 115 µM), for inactives: top-dose activity, negative = inhibition, usual class: inhibitors; active means well fitted inhibition curve with a large enough effect in the polarisation, with a control signal flat, not every such curve was filed as active; inconclusive means small, poorly fitted or top-dose-only effect, or effect the other way, or a change in a side signal; inactive means no such curve, though single readings can be large or run the other way; the % refers to the polarisation; further: potency means the concentration at half of the fitted maximal effect; on the % scale 0 is the no-effect control and ±100 the full control effect
The depositor's hits bear a star; i = inactive; ? = inconclusive; . = no result given; & = joins results of further samples; [ ] = dose if it differs, or a comment. Unless noted, the call rests on the fitted dose curve; in most records, active means well fitted curve in the direction sought with a large enough effect; inconclusive means small, poorly fitted or top-dose-only effect, or another doubt; inactive means no such curve, though single readings can be large; an effect the other way counts as inactive or inconclusive.

| BAZ2B inh | PGK inhibitor | G9a inh | GLS inhibitor | HP1b binding inh | ERG-DNA inh | JMJD2A Tudor | PI4K2A inh | Pin1 inh | SMILES |
| --- | --- | --- | --- | --- | --- | --- | --- | --- | --- |
| . | -7% | . | -18% | 43%[activator] | -15% | -3% | 0 | -5% | CSc1nc2ncncc2[nH]1 |
| -6% | -7% | . | 0% | 10% | -6% | -11% | 1 | 4% | CSc1nc(N2CCN(C)CC2)c2c(c1C#N)CC(C)(C)OC2 |
| -2% | 5% | . | -32% | 23% | -2% | 5% | -2 | 6% | CC(C)C(Nc1ncnc2c1oc1ccccc12)C(=O)O (stereo not drawn) |
| -22% | -3% | . | -7% | 27% | 6% | 10% | -6 | 11% | CC1c2cc3c(cc2CCN1C(=O)c1ccc(Br)cc1)OCCCO3 (stereo not drawn) |
| -14% | 1% | 19% | -2% | 14% | 11% | 3% | 2 | 11% | CCOc1ccc(-c2noc(CCCC(=O)NC3CCCCC3)n2)cc1OC |
| -23% | 4% | 32% | 1% | 30% | -8% | -9% | -1 | 22% | CCOC(=O)c1ccc(NC(=O)c2ccc3c(c2)C(=O)N(Cc2cccnc2)C3=O)cc1 |
| ? | 3% | . | -1% | 11% | -10% | -4% | 6 | 1% | CNc1nc(OCC#N)nc(N2CCCCC2)n1 |
| -9% | -3% | . | 1% | 13% | -3% | ? | 37 | -10% | CCN(CC)CCCN(C(=O)c1ccc(OC)cc1)c1nc(-c2ccc(OC)cc2)cs1 |
| -11% | -4% | 3.2µM* | 1% | 16% | -8% | ? | 0 | -5% | C=CCn1c(-c2sc(-c3ccccc3)nc2C)n[nH]c1=S |
| 9% | -3% | 6%[59 µM] | 12% | 10% | 10% | -5% | -8 | ? | CSc1nnc(C)c(/C=C/Nc2ccc(C)cc2)n1 |
| -24% | 6% | -3%[12.7 µM] | -4% | 15% | -1% | -11% | -11 | 1% | Cc1ccc(OCC(=O)Nc2ccc(S(=O)(=O)Nc3onc(C)c3C)cc2)cc1 |
| -3% | -8% | 12%[59 µM] | -2% | 37% | 9% | -21% | 1 | 0% | COc1ccc(C(=O)Oc2cccc(/C=N/NC(N)=S)c2)cc1 |
| -29% | i | 79µM* | 3% | 25% | -12% | -22% | -3 | 2% | CN1CCN(NC(=O)c2cn(-c3ccccc3)nc2-c2ccc(OC(F)F)cc2)CC1 |
| -11% | -5% | 11%[0.501 µM] | 26% | 0% | -9% | -25% | 1 | -3% | Cc1ccc(S(=O)(=O)N2CCOCC2)cc1C(=O)Nc1ccccc1N1CCCC1 |
| 3% | i | -9% | 21% | 1% | -2% | -18% | 4 | 9% | O=C1CCCN1CCCNc1ncnc2c1[nH]c1ccccc12 |
| 4% | -5% | ? | 3% | 12% | 4% | -18% | 3 | 0% | NS(=O)(=O)c1ccc(N/C=C/C(=O)c2ccc(Br)cc2)cc1 |
| -16% | 8% | 16%[12.7 µM] | 6% | 31% | -1% | -8% | -1 | 4% | CCOc1ncccc1C(=O)Nc1cccc(-c2nnc3n2CCCCC3)c1 |
| -21% | 6% | ? | 1% | 30% | 2% | -6% | 0 | 7% | CC1CCN(c2cc(N(C)CCO)c([N+](=O)[O-])c3nonc23)CC1 |
| -2% | -11% | 3%[59 µM] | -7% | 36%[activator] | -3% | 0% | 6 | -8% | O=C(O)C1CCN(C(=O)c2ccccc2Cl)CC1 |
| 25µM* | ? | 32µM* | ? | ? | 1% | 14µM* | ? | ? | Cc1ccc(N=Cc2cc(Cc3ccccc3Cl)cc([N+](=O)[O-])c2O)c(O)c1 |
| ? | 7% | ? | 1% | 23% | 8% | ? | -5 | -3% | CN1C(=O)/C(=C\c2ccncc2)SC1=Nc1ccccc1 |
| -6% | 0% | -2%[59 µM] | 5% | 21% | 8% | -6% | 1 | -12% | COCCCNC(=O)CC(NS(=O)(=O)c1ccc(OC)cc1)c1ccc(OC)cc1 (stereo not drawn) |
| -5% | . | ? | 54%[activator] | 4% | . | -8% | -7 | -8% | O=C(NNC(=S)NC(=O)c1ccccc1[N+](=O)[O-])c1ccccc1[N+](=O)[O-] |
| -9% | -5% | ? | -1% | 27% | -4% | -2% | -3 | -4% | CCc1cccc(C)c1NC(=O)COC(=O)CNS(=O)(=O)/C=C/c1ccccc1 |
| -17% | 0% | 13% | -7% | 33% | -9% | -13% | -4 | -2% | CCc1ccc(NC(=O)CN2C(=O)CC(C)S(=O)(=O)c3ccccc32)cc1 (stereo not drawn) |
| 8% | -6% | 12%[2.33 µM] | 10% | 37% | 7% | -5% | 8 | 3% | Cc1ccc(S(=O)(=O)NC(=O)Nc2nccs2)cc1 |
| ? | -10% | -7%[59 µM] | 0% | 24% | -3% | -1% | 2 | 1% | N/C(=N\OC(=O)c1cc(Br)ccc1Cl)c1cccnc1 |
| 7% | 7% | 6%[59 µM] | 0% | 18% | 0% | -7% | 1 | 2% | O=C1Nc2c(c(=O)[nH]c(=O)n2-c2ccccc2F)C(C(F)(F)F)(C(F)(F)F)N1 |
| 11% | -7% | 5%[12.7 µM] | 0% | 34% | -6% | -12% | -4 | 3% | COC(=O)c1ccc(NC(=O)COC(=O)C2=NN(c3ccccc3)C(=O)CC2)cc1 |
| 5% | -7%[11.5 µM] | 21%[59 µM] | 2% | -4% | . | -21% | -6 | 1% | COc1ccc(-c2nnc(Nc3nc4c(OC)cccc4s3)o2)c(OC)c1 |

Other entries follow:
| BAZ2B inh | PGK inhibitor | G9a inh | GLS inhibitor | HP1b binding inh | ERG-DNA inh | JMJD2A Tudor | PI4K2A inh | Pin1 inh | SMILES |
| --- | --- | --- | --- | --- | --- | --- | --- | --- | --- |
| -30% | -2% | ? | 9% | 9% | 3% | -11%[11.4 µM] | -19 | 3% | CC(C)(C)OC(=O)N1CCN(c2ccc(NC(=O)Cn3nnc(-c4ccccc4)n3)cc2)CC1 |
| -5% | -6% | ? | -8% | 18% | 14% | -11% | 5 | 2% | CN(C)CCCn1c2c(c(SCC(=O)Nc3ccc4c(c3)OCO4)nc1=O)CCCC2 |
| 7% | 1% | 3%[12.7 µM] | 2% | 35% | 0% | -14% | 7 | -4% | Cc1cccc(CNC(=O)C2CCC(=O)N(CCc3cccc(F)c3)C2)n1 (stereo not drawn) |
| 0% | 12% | 4%[59 µM] | -4% | 23% | -5% | 3% | -1 | -1% | COc1ccccc1CCNC(=O)C(=O)NCC(c1ccco1)S(=O)(=O)c1ccc(F)cc1 (stereo not drawn) |
| -25% | -10% | 14% | -9% | 41%[activator] | -3% | -2% | -1 | 0% | COC(=O)c1ccc(NC(=O)CN2CCN(CCO)CC2)cc1 |
| 9% | 9% | 7%[12.7 µM] | 0% | 39%[activator] | -7% | 6% | 1 | 11% | Cc1nc2ccc(NC(=O)NCCCO)cc2s1 |
| -36% | 3% | ? | 0% | 29% | 2% | -15% | -2 | 19% | CC(=O)c1cccc(NC(=O)C(OC(=O)c2cccs2)c2ccccc2)c1 (stereo not drawn) |
| -29% | i | 79µM* | -1% | 1% | 10% | -34% | -5 | 0% | O=C(NN1C(=O)NC2(CCCCC2)C1=O)c1ccc(-c2ccc([N+](=O)[O-])cc2)o1 |
| -10% | -3% | 35µM* | 0% | 49%[activator] | 13% | -20% | 1 | 0% | CCc1cc(C(=O)Nc2cc(S(=O)(=O)N(CC)CC)ccc2N2CCN(C)CC2)sc1C |
| -3% | -1% | 0.79µM* | 6% | 31% | 13% | -3% | -3 | -9% | O=S(=O)(c1ccc(=S)[nH]c1)N1CCCCC1 |
| -5%&1% | -11%&-1% | -6% | 1%&8% | 25% | -4%&0% | -12%&-2% | 10&2 | -3%&-2% | COCCCNC(=O)c1ccc2nc(Cc3ccc(OC)cc3)oc2c1 |
| -6% | 12% | ? | ? | 34% | -10% | 6% | 5 | 9% | Cc1nc(C)c(C(=O)NNS(=O)(=O)c2ccccc2)s1 |
| 11% | -2% | 7%[0.501 µM] | -4% | -5% | 12% | -23% | -2 | -4% | CN(C(=O)COC(=O)CCCN1C(=O)c2cccc3cccc(c23)C1=O)C1CCS(=O)(=O)C1 (stereo not drawn) |
| -21% | i | 13% | -17% | 26% | -8% | -5% | -6 | 0% | Cc1cnc(NC(=O)C2CCC(C(C)(C)C)CC2)s1 (stereo not drawn) |
| 0% | -3% | 15% | -22% | -7% | -3% | -14% | -5 | -2% | CC(C)Oc1ccc(C(=O)NCCCNC(=O)c2ccccn2)cc1 |
| -16% | -6% | 25µM* | -15% | 4% | 10% | -11% | -9 | -6% | COc1cc(NC(=O)COc2ccc(Cl)cc2)ccc1NC(=O)C(C)C |
| -35% | 5% | 9% | 0% | 27% | 0% | -7% | -4 | -3% | C1CCN(Cc2nnnn2CC2CCCO2)CC1 (stereo not drawn) |
| 9% | 0% | 20%[59 µM] | -9% | 36%[activator] | -1% | -8% | 2 | 8% | CCCc1nnc2c(N(C)S(=O)(=O)c3ccc(C)cc3)nc3ccccc3n12 |
| 12% | 0% | -24% | -3% | 35%[activator] | 1% | -4% | -4 | -9% | Cc1nnc(SCC(=O)N2CCOCC2)c2ccccc12 |
| 7% | -5% | ? | -3% | 25% | 10% | ? | -3 | -3% | CCN(CC)C(=S)SCC(=O)c1c(C)[nH]c2ccccc12 |
| -17% | -1% | ? | -1% | 19% | -11% | -6% | 0 | -3% | CCCCn1c(N)c(N(CCC(C)C)C(=O)CC2OC(=O)c3ccccc32)c(=O)[nH]c1=O (stereo not drawn) |
| -6% | -2% | 58%[activator][59 µM] | . | 16% | -9% | 9% | 1 | 0% | Fc1ccc(-c2ccnc3nc(N4CCN(c5ccccc5)CC4)nn23)cc1 |
